STEP inh = STEP phosphatase inhibitors, primary screen, biochemical, fluorescence intensity, uHTS. Tyrosine-protein phosphatase non-receptor type 5 (Homo sapiens), P54829. recombinant STEP, OMFP fluorogenic substrate. inhibition, % at 20 µM. 360,000 tested, 0.25% active. AID 588621, 2011;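 active means inhibition at 20 µM, scaled per plate between control wells, above about 37%, limit read from the data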;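 further: 0% = DMSO with enzyme and substrate and 100% = substrate only without enzyme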
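medium = Bis-Tris buffer pH 6.0, 2.5 mM DTT, 0.005% Tween 20 | test system = STEP (striatal-enriched tyrosine phosphatase) enzyme, cell-free | measure = normalized % inhibition | compound dosing = 20 µM, 1% DMSO | also added = 25 µM OMFP | schedule = reaction 20 min, ambient temperature | measured by = fluorescence read at 480 nm ex / 540 nm em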
MsrA inhibitor = bovine MsrA enzyme inhibitors, primary screen, biochemical, absorbance, HTS; 360,000 tested, 0.75% active; purified bovine MsrA, absorbance read-out; inhibition, % at 15.5 µM; Methionine sulfoxide reductase A (Bos taurus); in the data active means inhibition above about 4.5%;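 further: 0% = vehicle wells with enzyme and 100% = reference inhibitor wells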
CSN deneddyl inh = inhibitors of CSN-mediated cullin deneddylation, primary screen, biochemical, fluorescence polarization, uHTS | COP9 signalosome complex subunit 5 (Homo sapiens), Q92905 | Purified CSN, SCF-Nedd8-OG deneddylation | inhibition, % at 12.5 µM | 360,000 tested, 0.38% active | AID 651999, 2013;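 active means pattern-corrected inhibition above about 35%, with an unprinted fluorescence ratio check between 0.5 and 1.5, limit read from the data, passing the limit was not always enough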;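 further: 0% = enzyme with substrate and 100% = substrate without enzyme; some results filed as inactive read as strong as hits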
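Test system: Human Csn5 produced in HEK293T cells | Compound: 12.5 µM single point | Times: 90 min, room temperature | Signal: Fluorescence polarization readout | Read-out basis: % inhibition of substrate cleavage by Csn5 | Controls: no-enzyme wells high, enzyme-with-substrate wells low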
Scp1 inh = Scp-1 phosphatase inhibitors, primary screen, biochemical, colorimetric, uHTS; Carboxy-terminal domain RNA polymerase II polypeptide A small phosphatase 1 (Homo …; inhibition, % at 20 µM; 340,000 tested, 0.88% active; Recombinant Scp1, phosphopeptide, malachite green phosphate absorbance;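 active means inhibition above about 50% at 20 µM, limit read from the data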;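 further: plate controls were DMSO wells with enzyme for no effect and wells lacking enzyme for full effect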
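assay system = SCP-1 phosphatase catalytic domain, residues 76-261 | buffer or medium = 50 mM Tris acetate pH 5.5, 0.005% Tween-20, 10 mM MgCl2 | incubation = enzyme reaction 45 min at room temperature, colour 5 min, stabilisation 30 min | signal = Phosphate-binding colour reagent, absorbance read at 630 nm | measure = % inhibition at 20 µM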
LMPTP inh = LMPTP phosphatase inhibitors, primary screen, biochemical, fluorescence intensity, uHTS | 360,000 tested, 0.22% active | inhibition, % at 20 µM | recombinant LMPTP-A, OMFP fluorogenic substrate | Low molecular weight phosphotyrosine protein phosphatase (Homo sapiens), P24666;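 active means compounds that cut the enzyme signal by at least half of the control window in the single-dose screen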;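 further: plate controls were DMSO wells with enzyme plus substrate for no effect and substrate without enzyme for full effect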
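Assay system: LMPTP-A, protein tyrosine phosphatase of low molecular weight / Medium: pH 6.0 Bis-Tris buffer with DTT and Triton X-100 / Schedule: 50 min enzyme reaction at room temperature, protected from light / Measured by: endpoint fluorescence intensity from OMFP dephosphorylation / Read-out basis: % inhibition relative to no-enzyme and uninhibited control wells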
Rpn11 block = Rpn11 (PSMD14) deubiquitinase inhibitors, primary screen, biochemical, fluorescence polarization, uHTS. 26S proteasome non-ATPase regulatory subunit 14 (Homo sapiens), O00487. human 26S proteasome, Ub4-pepOG fluorescence polarization; 20S core pre-blocked with epoxomicin. calls only at 20 µM. 360,000 tested, 0.59% active. AID 588493, 2011;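 active means inhibition at 20 µM, scaled to each plate's controls, above about 33%, limit read from the data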
NadD block = inhibitors of S. aureus NadD, primary screen, biochemical, colorimetric, uHTS | Nicotinate-nucleotide adenylyltransferase NadD (Staphylococcus aureus N315) | purified NadD enzyme, colorimetric absorbance read-out | AID 602399, 2012 | 360,000 tested, 0.78% active | inhibition, % at 20 µM; in the data active means inhibition above about 26%; further: some compounds past the cut are filed as inactive
TbMetRS inhib = T. brucei MetRS inhibitors, primary screen, biochemical, luminescence; methionyl-tRNA synthetase (Trypanosoma brucei brucei); purified T. brucei MetRS, ATP depletion, Kinase-Glo luminescence; 360,000 tested, 0.4% active; inhibition, % at 11.9 µM; AID 624268, 2012;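 active means inhibition above a per-plate cutoff of the control wells' mean inhibition plus 3 SD, cut at about 5.5% in these data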;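 further: 0% = DMSO wells median and 100% = median of wells with control inhibitor compound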
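Material: parasite MetRS enzyme / Replication: singlicate, one well per compound / Signal: luminescence of leftover ATP / Schedule: 2 h aminoacylation at 25 °C after 15 min preincubation / Medium: HEPES-MgCl2-KCl buffer plus DTT, spermine, BSA, pyrophosphatase / Doses: 11.9 µM single point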
DNMT1 block = human DNMT1 methyltransferase inhibitors, primary screen, biochemical, molecular beacon, fluorescence, HinP1I cleavage, uHTS; AID 588458, 2011; DNA (cytosine-5)-methyltransferase 1 (Homo sapiens), P26358; inhibition (reported as % activation of signal), % at 10 µM; 360,000 tested, 0.83% active; in the data active means inhibition above about 50%
Target sequence (P26358 504-1616 limits assumed): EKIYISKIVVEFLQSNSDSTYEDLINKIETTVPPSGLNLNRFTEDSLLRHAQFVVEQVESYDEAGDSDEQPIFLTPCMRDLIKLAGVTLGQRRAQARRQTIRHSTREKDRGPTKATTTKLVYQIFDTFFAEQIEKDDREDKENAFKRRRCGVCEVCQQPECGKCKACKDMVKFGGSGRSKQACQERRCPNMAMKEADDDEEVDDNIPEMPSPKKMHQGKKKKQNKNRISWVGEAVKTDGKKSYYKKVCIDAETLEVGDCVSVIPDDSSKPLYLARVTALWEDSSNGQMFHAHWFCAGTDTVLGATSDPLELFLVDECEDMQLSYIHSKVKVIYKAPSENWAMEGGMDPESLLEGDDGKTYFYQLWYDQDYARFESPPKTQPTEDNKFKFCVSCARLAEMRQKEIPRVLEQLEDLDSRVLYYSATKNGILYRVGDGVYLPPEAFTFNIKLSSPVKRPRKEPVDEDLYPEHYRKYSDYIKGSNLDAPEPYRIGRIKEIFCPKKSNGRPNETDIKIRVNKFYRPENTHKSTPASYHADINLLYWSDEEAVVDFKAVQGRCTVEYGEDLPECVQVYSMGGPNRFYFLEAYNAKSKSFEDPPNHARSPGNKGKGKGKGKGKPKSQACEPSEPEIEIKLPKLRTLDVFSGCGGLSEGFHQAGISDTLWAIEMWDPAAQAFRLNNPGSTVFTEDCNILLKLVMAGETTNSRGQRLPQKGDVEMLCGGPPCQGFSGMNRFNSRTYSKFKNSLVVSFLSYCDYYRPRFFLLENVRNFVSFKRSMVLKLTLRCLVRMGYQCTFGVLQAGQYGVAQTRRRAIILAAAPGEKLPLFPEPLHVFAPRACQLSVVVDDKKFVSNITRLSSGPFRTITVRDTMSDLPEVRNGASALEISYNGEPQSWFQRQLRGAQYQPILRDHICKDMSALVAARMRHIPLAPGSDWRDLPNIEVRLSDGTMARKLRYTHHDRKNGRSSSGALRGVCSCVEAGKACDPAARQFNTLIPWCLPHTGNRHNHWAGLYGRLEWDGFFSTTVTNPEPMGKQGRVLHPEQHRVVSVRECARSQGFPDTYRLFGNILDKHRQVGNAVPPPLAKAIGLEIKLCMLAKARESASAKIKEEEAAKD
SUMO1-SIM PPI = modulators of SUMO1 protein-protein interactions, primary screen, biochemical, uHTS; 360,000 tested, 0.33% active; Small ubiquitin-related modifier 1 (Homo sapiens), P63165; SUMO1 binding to a labelled peptide, TR-FRET, 1 h; inhibition, % at 20 µM; in the data active means inhibition above about 37%
The depositor's hits bear a star; i = inactive; x = no result given. Not a hit list; about 3.9% have a hit in one of these screens.

SMILES	STEP inh	MsrA inhibitor	CSN deneddyl inh	Scp1 inh	LMPTP inh	Rpn11 block	NadD block	TbMetRS inhib	DNMT1 block	SUMO1-SIM PPI
O=C(CCCCCCCC(=O)N1CCCCCC1)N1CCCCCC1	-4	1.9	-4	-3	-2.4	i	-1	-0.4	5	3
O=C(C1CCCO1)N1CCN(S(=O)(=O)c2cc(F)ccc2F)CC1 (configuration not stated)	2	-0.2	1	-8	0.2	i	-5	-0.4	-1	-3
CC(C)Cc1cc(C(=O)N2N=C(C(F)F)CC2(O)C(F)F)c2ccccc2n1 (configuration not stated)	-2	-0.5	2	-5	0.3	i	-2	-0.5	-1	2
Cc1cc(C)[n+](-c2ccc(F)cc2)c2[nH]c(=O)[nH]c(=O)c12	-2	4.3	-1	3	-1.8	i	-1	-0.4	3	1
C=C(C)C1Cc2c(C)nn(-c3cccc4cccnc34)c2C1 (configuration not stated)	-3	0.2	6	-7	2.5	i	-1	-0.5	-7	-3
O=S1(=O)Cc2cc3ccccc3cc2C1	-1	0.9	0	-13	1.5	i	-3	0.7	0	-7
CC(C)[C@H](NC(=O)N1CCn2c1nc1ccccc12)C(=O)N1CCCCC1	-2	-0.9	3	7	0.6	i	-3	-1.3	-2	5
Cc1ccccc1OCC(=O)Nc1ccc2c(c1)n(C)c(=O)n2C	-3	1.2	5	-2	0.2	i	-4	-0.4	2	5
CC(C)NC(=O)C1(C)CCN1C/C=C/c1ccccc1 (configuration not stated)	0	1.4	1	x	-1.9	i	-2	-0.1	-1	1
O=C(CCS(=O)(=O)c1ccc(F)cc1)N1CCOCC1	-5	-0.1	5	-8	-0.8	i	-1	-0.1	0	2
O=C(Nc1ccccn1)c1sc2cc([N+](=O)[O-])ccc2c1Cl	13	1.7	1	26	13	i	25	-1.5	3	-6
Cc1cc(C)cc(NC(=O)CSc2nnc(C3CC3)n2CC2CCCO2)c1 (configuration not stated)	-2	-0.1	-4	-7	-0.3	i	-12	-0.5	-3	4
OC(COCc1cccs1)CN1CCN(c2ccccn2)CC1 (configuration not stated)	1	0.5	6	-5	0.2	i	-1	-0.3	3	2
CCOC(=O)C1=CC[C@@H](c2ccccc2)N(S(=O)(=O)c2ccc(C)cc2)[C@@H]1C#N	x	-0.3	3	x	0.9	x	x	-0.5	x	1
O=C(CSc1nc2nn(-c3ccccc3)c(=O)c-2c2n1CCCCC2)c1ccc(OC(F)F)cc1	5	0.7	-8	-7	1.7	i	19	-0.1	-7	-11
CCCCC(=O)OCC(=O)Nc1ccc(SC(F)F)cc1	4	-0.9	-4	-4	1.5	i	-5	2.1	-1	2
COC(=O)c1ccc(NC(=S)N2CCN(Cc3ccccc3OC)CC2)cc1	0	1.1	5	-6	0.7	i	-2	-0.6	1	3
CC(=O)Nc1ccc(OCC(O)CN2CCN(c3cc(Cl)ccc3C)CC2)cc1 (configuration not stated)	4	0.4	3	-3	0.7	i	-3	-1.0	3	-2
O=C1CC(C(=O)Nc2ccc(Br)cc2)S/C(=N\N=C\c2ccco2)N1 (configuration not stated)	-2	2.2	9	-7	0.8	i	-14	1.4	-2	2
Cc1ccc(Oc2cc(NN3CCCCC3)c([N+](=O)[O-])cc2[N+](=O)[O-])c(Cl)c1	1	-0.3	-6	-14	1.0	i	-4	0.7	3	-4
Cc1cc(Nc2ccc(Br)c(C)c2)n2nc(C)nc2n1	-1	1.8	0	11	-1.0	i	-1	-0.7	4	-3
COCCn1c(SCC(N)=O)nc2c(c1=O)SC(C)C2 (configuration not stated)	2	4.7*	-6	-6	-1.1	i	1	-0.2	-1	-3
COc1ccc(C(=O)Nn2c(SCC(=O)c3ccccc3)nc3ccccc3c2=O)cc1	0	-0.7	-2	-16	-0.5	i	16	-0.3	-3	34
COCCn1c(=NC(=O)c2ccc(S(=O)(=O)N3CCc4ccccc4C3)cc2)sc2cc(OC)ccc21	6	0.2	3	-5	0.7	i	22	-0.2	2	8
COc1ccc(N(C)S(=O)(=O)c2cccc(C(=O)Nc3ccc(N4CCOCC4)cc3)c2)cc1	0	1.8	-1	-8	0.0	i	4	-0.3	-6	0

Taken from the results shown for reference:
SMILES	STEP inh	MsrA inhibitor	CSN deneddyl inh	Scp1 inh	LMPTP inh	Rpn11 block	NadD block	TbMetRS inhib	DNMT1 block	SUMO1-SIM PPI
O=C(CCCCCCCC(=O)N1CCCCCC1)N1CCCCCC1	-4	1.9	-4	-3	-2.4	i	-1	-0.4	5	3
O=C(C1CCCO1)N1CCN(S(=O)(=O)c2cc(F)ccc2F)CC1 (configuration not stated)	2	-0.2	1	-8	0.2	i	-5	-0.4	-1	-3

The list continues.
SMILES	STEP inh	MsrA inhibitor	CSN deneddyl inh	Scp1 inh	LMPTP inh	Rpn11 block	NadD block	TbMetRS inhib	DNMT1 block	SUMO1-SIM PPI
Cc1nn(C)cc1C1C2=C(CC(C)(C)CC2=O)OC2=C1C(=O)CC(C)(C)C2	-4	1.3	1	0	-1.2	i	-4	-0.2	-1	1
Cc1[nH]c2ccccc2c1C(=O)COC(=O)Cn1cnc2ccccc21	-4	0.1	3	-3	1.2	i	0	-0.2	-5	-2
COc1cccc(C2CC(c3ccccc3Cl)Nc3nc(N)nn32)c1 (configuration not stated)	16	0.4	3	3	-0.5	i	4	-1.3	-2	-8
CCOC(=O)c1ccc(NS(=O)(=O)c2c(N)[nH]c(=O)[nH]c2=O)cc1	-1	-0.6	4	1	-1.5	i	-4	0.1	5	3
COCCN=c1scc(C)n1/N=C/C1CC2C=CC1C2 (configuration not stated)	1	-0.2	7	-4	0.7	i	-2	0.5	-6	-1
O=C(NC1(C(F)(F)F)N=C(c2ccccc2)NC1=O)c1ccc(Cl)cc1Cl (configuration not stated)	2	-0.8	2	-6	-1.1	i	-8	0.1	3	-2
O=C(/C=C/c1cccc([N+](=O)[O-])c1)Nc1ccccc1N1CCOCC1	-1	-0.1	-4	4	0.1	i	2	-0.8	3	-16
CC(C)Oc1ccc(C(=O)NC2(C(F)(F)F)N=C3SCCN3C2=O)cc1 (configuration not stated)	1	0.5	-1	-9	0.0	i	10	-0.5	2	-2
CCOC(=O)N1CCC(NC(=O)c2ccc3c(Cl)c4c(nc3c2)CCCC4)CC1	1	0.1	-2	7	-0.9	i	-9	0.5	-10	-14
Cc1ccc(CNC(=O)C(c2ccccc2)c2ccccc2)cc1	-2	-0.8	10	-7	1.0	i	-9	-0.3	0	0
CSc1ncnc2c1ncn2CCCNCc1ccc(C)o1	0	0.7	-1	x	-1.7	i	-1	0.6	8	1
COc1ccccc1CNC(=O)CCC(=O)Nc1nnc(C(C)C)s1	-1	0.0	6	7	-0.7	i	3	0.6	0	-5
CC(=O)N1N=C(c2ccc(Cl)cc2)OC1c1ccc(C(C)C)cc1 (configuration not stated)	-2	-0.8	-6	0	0.5	i	-2	-0.1	4	-1
CC(C)(C)OC(=O)N1CCC(Cc2cc(-c3cccc(Br)c3)no2)(C(=O)O)CC1	-2	-0.3	0	-12	-0.9	i	0	-0.2	0	0
O=C(Cn1cnc2ccccc21)NC(c1ccccc1)c1ccccc1	10	1.5	-9	3	0.6	i	-6	1.4	-5	1
O=C(C/C=N\OCc1ccc([N+](=O)[O-])cc1)Nc1ccc(Br)cc1	-4	-0.1	-2	-9	1.3	i	-11	83*	0	-16
Cc1cc(C(=O)N/N=C/c2cccc(Cl)c2Cl)no1	2	-0.2	-1	11	-0.7	i	-9	-1.0	3	-16

Grouped by structure, those above containing fluorine
SMILES	STEP inh	MsrA inhibitor	CSN deneddyl inh	Scp1 inh	LMPTP inh	Rpn11 block	NadD block	TbMetRS inhib	DNMT1 block	SUMO1-SIM PPI
O=C(C1CCCO1)N1CCN(S(=O)(=O)c2cc(F)ccc2F)CC1 (configuration not stated)	2	-0.2	1	-8	0.2	i	-5	-0.4	-1	-3
CC(C)Cc1cc(C(=O)N2N=C(C(F)F)CC2(O)C(F)F)c2ccccc2n1 (configuration not stated)	-2	-0.5	2	-5	0.3	i	-2	-0.5	-1	2
Cc1cc(C)[n+](-c2ccc(F)cc2)c2[nH]c(=O)[nH]c(=O)c12	-2	4.3	-1	3	-1.8	i	-1	-0.4	3	1
O=C(CCS(=O)(=O)c1ccc(F)cc1)N1CCOCC1	-5	-0.1	5	-8	-0.8	i	-1	-0.1	0	2
O=C(CSc1nc2nn(-c3ccccc3)c(=O)c-2c2n1CCCCC2)c1ccc(OC(F)F)cc1	5	0.7	-8	-7	1.7	i	19	-0.1	-7	-11
CCCCC(=O)OCC(=O)Nc1ccc(SC(F)F)cc1	4	-0.9	-4	-4	1.5	i	-5	2.1	-1	2
O=C(NC1(C(F)(F)F)N=C(c2ccccc2)NC1=O)c1ccc(Cl)cc1Cl (configuration not stated)	2	-0.8	2	-6	-1.1	i	-8	0.1	3	-2
CC(C)Oc1ccc(C(=O)NC2(C(F)(F)F)N=C3SCCN3C2=O)cc1 (configuration not stated)	1	0.5	-1	-9	0.0	i	10	-0.5	2	-2
